# Screening results (PubChem BioAssay)
# PTHR1 agonist = PTHR1 (human) receptor agonism; Q03431; HEK293 GP2 PTHR1 cells, GloSensor cAMP luminescence, 1 h; Potency, µM (highest dose often 115 µM), for the others: at the top dose activation, usual class: activators; 410,000 compounds, 0.075% hits; AID 743266; also: potency is read from the fitted curve at half-maximal effect; nearly all actives have a fitted effect of over 55% in size; some results filed as inactive show a strong effect at the top dose; inactives centre near -15; many of its hits are not listed in these tables
#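 HEK-293-derived GP2 cells expressing PTHR1 and a GloSensor cAMP reporter, 3,000/well, plated overnight, given luciferin plus IBMX (each 0.5 mM as added) for 1 h at 37 °C, then compound for 1 h at 37 °C. Luminescence was read after 15 min at room temperature.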
# IL-2 act = activates IL-2 in a cell-based reporter assay; IL-2 activation reporter assay, cell-based qHTS; stimulated with anti-CD3/CD4/CD28 beads; in transgenic mouse T cells; activation, % (series mostly up to about 46 µM); 360,000 compounds, 0.065% hits; in the data active = activation above about 50%; inconclusive = mostly about 30% to 49%; also: 0% is about no effect
#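 Unstimulated transgenic mouse T cells preincubated 60 min with compound, then stimulated with anti-CD3/anti-CD4-coated beads plus anti-CD28 for 18 h at 37 degrees C. IL-2 response read as EGFP and DsRed fluorescence by plate cytometry.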
# GLP1R cytotox = cytotoxicity counter-screen for GLP-1 receptor inverse agonists; 410,000 compounds, 0.13% hits; Potency, µM (titrated, usually from 38.3 µM), for inactives: top-dose activity change, negative = inhibition, hits mostly inhibitors; HEK293 cAMP-luciferase reporter cells, luminescence, 24 h; AID 624418;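 also: loss of luciferase light is scored as toxicity; potency is read from the fitted curve at half-maximal effect; % is scaled to controls: 0 for no effect and ±100 for the full control effect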
#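 Here, cytotoxicity is scored as loss of luminescence. The MLSMR collection was tested on cells seeded in medium containing 10% Nu serum, with a 24 hr compound exposure preceded by 12 hours of culture.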
# GLP1R inv ag = GLP-1 receptor (human) inverse agonism; P43220; HEK293 GLP-1R CRE-luciferase, luminescence, 24 h; GLP-1R form is constitutively active; Potency, µM (highest dose often 38.3 µM), inactives show top-dose activity change, negative = inhibition, most hits filed as inhibitors; 410,000 compounds, 1.6% hits; also: potency is read from the fitted curve at half-maximal effect; % is scaled to controls: 0 for no effect and ±100 for the full control effect; nearly all actives have a fitted effect of over 55% in size
#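 HEK293 cells stably co-expressing constitutively active GLP-1R and a cAMP-responsive luciferase reporter were seeded in DMEM with 10% Nu serum, given compounds after 12 h, and incubated 24 h at 37 deg C. Luminescence was then read.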
# GLP1R ag = GLP-1 receptor (human) agonism; HEK293 GLP-1R CRE-luciferase, luminescence, 4-6 h; cells express a hypersensitive GLP-1R form; Potency, µM (series often up to 45.6 µM), inactives show top-dose activation, most hits filed as activators; 380,000 compounds, 0.007% hits; also: potency is read from the fitted curve at half-maximal effect; % of control where 0% means no effect
# PLK1 PBD inh = blocks phosphopeptide binding to human PLK1 polo-box domain; P53350; Plk1 PBD binding of FITC phosphopeptide, fluorescence polarization; Potency, µM, without a hit: max response, negative = inhibition, most hits filed as inhibitors; 360,000 compounds, 2.8% hits; AID 720504; also: potency is read from the fitted curve at half-maximal effect; series mostly up to about 57 µM; % is scaled to controls: 0 for no effect and ±100 for the full control effect; nearly all actives have a fitted effect of over 65% in size
# PI5P4K alpha inh = inhibitors of human PI5P4K alpha. 330,000 compounds, 1.2% hits. max response, %. PI5P4Kalpha enzyme, ADP-Glo luminescence, 60 min; active compounds read low. P48426; active = max response of -50% or lower; inconclusive = between -30% and -50%; inactive = -30% or higher; also: value at the top dose of about 77 µM; % is scaled to controls: 0 for no effect and ±100 for the full control effect
#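 PI5P4Kalpha ADP-Glo assay; 5 microM ATP final; 60 min RT reaction; HEPES pH 7.4/EGTA/CHAPS, 5% DMSO; controls lacking substrate or enzyme; luminescent end-point.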
# EPAC1 antagonist = blocks human EPAC1 exchange factor. O95398. EPAC1 GEF assay, Rap1b-BODIPY-GDP exchange fluorescence. Potency, µM (highest dose often 115 µM), without a hit: at the highest dose activity change, negative = inhibition, hits mostly inhibitors. 360,000 compounds, 0.14% hits. AID 720709;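 also: potency is read from the fitted curve at half-maximal effect; plate controls were vehicle for no effect and positive control for full effect; nearly all actives have a fitted effect of over 50% in size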
# Target sequence (O95398 whole entry, looked up): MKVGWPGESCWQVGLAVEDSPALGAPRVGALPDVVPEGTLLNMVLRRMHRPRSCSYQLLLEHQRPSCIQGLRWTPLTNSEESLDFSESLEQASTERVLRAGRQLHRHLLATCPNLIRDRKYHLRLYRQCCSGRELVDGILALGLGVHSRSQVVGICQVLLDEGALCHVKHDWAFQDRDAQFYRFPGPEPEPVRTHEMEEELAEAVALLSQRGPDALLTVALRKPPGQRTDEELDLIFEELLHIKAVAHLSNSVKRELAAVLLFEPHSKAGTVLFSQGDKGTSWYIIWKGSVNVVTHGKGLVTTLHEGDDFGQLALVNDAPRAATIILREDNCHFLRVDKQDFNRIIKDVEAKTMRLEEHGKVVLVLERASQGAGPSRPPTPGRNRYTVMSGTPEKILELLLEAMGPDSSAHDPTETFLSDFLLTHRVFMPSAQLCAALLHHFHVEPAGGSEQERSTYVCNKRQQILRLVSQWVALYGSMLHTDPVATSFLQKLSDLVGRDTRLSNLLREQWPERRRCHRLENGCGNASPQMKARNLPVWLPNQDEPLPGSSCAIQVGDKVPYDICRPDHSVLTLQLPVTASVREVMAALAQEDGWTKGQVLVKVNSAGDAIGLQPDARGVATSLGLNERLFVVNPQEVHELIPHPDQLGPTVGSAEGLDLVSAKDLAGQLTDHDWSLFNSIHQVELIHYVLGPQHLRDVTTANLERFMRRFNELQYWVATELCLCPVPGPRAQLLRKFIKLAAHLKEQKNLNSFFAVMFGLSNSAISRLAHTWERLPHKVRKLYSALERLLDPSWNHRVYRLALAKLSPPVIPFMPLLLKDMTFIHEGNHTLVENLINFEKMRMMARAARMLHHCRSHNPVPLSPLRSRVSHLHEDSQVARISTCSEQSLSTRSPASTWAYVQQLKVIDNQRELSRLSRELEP
# EPAC1 agonist = activates human EPAC1 exchange factor; Potency, µM (top dose mostly 154 µM), without a hit: top-dose activation, most hits filed as activators; EPAC1 agonist qHTS, biochemical assay; response scale: 100% = response to 6.5 mM cAMP; 360,000 compounds, 0.073% hits; O95398; also: potency is read from the fitted curve at half-maximal effect; nearly all actives have a fitted effect of over 60% in size
#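 Normalized to 6.5 mM cAMP, activity reflects EPAC1-catalysed release of BODIPY-GDP from Rap1B, followed kinetically over 30 min at 480 nm excitation, 540 nm emission. Reaction contained 100 nM EPAC1, 250 nM Rap1B-BODIPY-GDP, 50 uM GDP.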
# * marks the source's active call; other numbers are inactive results; i = inactive; ? = inconclusive; nt = not tested or not shown; [ ] = dose if it differs, or a comment. Unless noted, calls follow the shape of the dose curve; as a rule, active = well fitted curve in the direction sought with a large enough effect; inconclusive = small, poorly fitted or top-dose-only effect, or another doubt; inactive = no such curve, though single readings can be large; an effect the other way counts as inactive or inconclusive.
SMILES,PTHR1 agonist,IL-2 act,GLP1R cytotox,GLP1R inv ag,GLP1R ag,PLK1 PBD inh,PI5P4K alpha inh,EPAC1 antagonist,EPAC1 agonist
COc1ccccc1CNS(=O)(=O)CCNCCc1ccccc1,7%,-0.5,-4%,0%,3%,-10%,1,-7%,-18%
CS(=O)(=O)c1cnc(-c2ccccc2)nc1-c1ccc(Cl)c(Cl)c1,-7%,-0.9,0%,6%,5%,-3%,-12,-8%,7%
COc1ccc(OC)c(NC(=O)CSc2nnc(-c3cccnc3)s2)c1,-19%,-3.0,-9%,62%[activator],14%,1%,-2,-23%,-7%
Cc1ccc(C(=O)n2cnc3ccccc32)cc1C,-21%,0.1,1%,3%,-2%,-17%,1,23%,-8%
COc1ccc(NC(=O)CNc2cc(S(=O)(=O)N3CCOCC3)ccc2N2CCOCC2)c(OC)c1,-10%,0.3,3%,12%,-3%,6%,0,-4%,-8%
N#Cc1ccccc1Cn1c(=O)n(-c2ccc(CC(=O)NCc3ccco3)cc2)c(=O)c2sccc21,-26%,0.6,10%,-11%,-4%,-6%,-3,0%,-13%
CC1(C)CC(CCC(=O)NC(=S)Nc2ccccc2Cl)C(=O)O1 (stereo not drawn),i,1.0,3%,-17%,18%,-6%,6,-6%,8%
Cc1cc(C(=O)CN2C(=O)NC3(CCCc4sccc43)C2=O)c(C)n1-c1ccc(Cl)cc1 (stereo not drawn),-11%,-1.5,-12%,?,20%,1%,-2,-9%,-2%
CCOC(=O)C1=CC[C@@H](c2ccccc2)N(S(=O)(=O)c2ccc(C)cc2)[C@H]1/C=C/c1ccccc1,i,-0.8,5%,?,5%,-10%,15,-6%,15%
Cc1ccccc1NC(=O)CN1C(=O)COc2ccc(Cl)cc21,-7%,-0.5,-12%,16%,-4%,24µM*,5,-25%,-1%

# As a short view, 4 of the compounds above:
SMILES,PTHR1 agonist,IL-2 act,GLP1R cytotox,GLP1R inv ag,GLP1R ag,PLK1 PBD inh,PI5P4K alpha inh,EPAC1 antagonist,EPAC1 agonist
CC1(C)CC(CCC(=O)NC(=S)Nc2ccccc2Cl)C(=O)O1 (stereo not drawn),i,1.0,3%,-17%,18%,-6%,6,-6%,8%
Cc1cc(C(=O)CN2C(=O)NC3(CCCc4sccc43)C2=O)c(C)n1-c1ccc(Cl)cc1 (stereo not drawn),-11%,-1.5,-12%,?,20%,1%,-2,-9%,-2%
CCOC(=O)C1=CC[C@@H](c2ccccc2)N(S(=O)(=O)c2ccc(C)cc2)[C@H]1/C=C/c1ccccc1,i,-0.8,5%,?,5%,-10%,15,-6%,15%
Cc1ccccc1NC(=O)CN1C(=O)COc2ccc(Cl)cc21,-7%,-0.5,-12%,16%,-4%,24µM*,5,-25%,-1%

# Next part:
SMILES,PTHR1 agonist,IL-2 act,GLP1R cytotox,GLP1R inv ag,GLP1R ag,PLK1 PBD inh,PI5P4K alpha inh,EPAC1 antagonist,EPAC1 agonist
C=CCN(C)NC(=S)Nc1ccccc1,i,-0.5,2%,0%,3%,-2%,13,3%,8%
COc1ccc(S(=O)(=O)N2c3ccccc3OCC2CC(=O)O)cc1 (stereo not drawn),-8%,2.9,-19%,?,-6%,21µM*,-1,13%,-1%
Cn1ccc(C(=O)NC(=S)Nc2ccc([N+](=O)[O-])cc2O)n1,-43%[inhibitor],-2.6,-4%,42%[activator],-1%,-23%,-21,-7%,-9%
COc1ccc(C(C)=O)c(Oc2cc(NN3CCCCC3)c([N+](=O)[O-])cc2[N+](=O)[O-])c1,-19%,0.4,8%,12%,0%,-4%,2,-12%,-13%
O=C(COC(=O)c1ccc(O)cc1O)NC1CCCCCC1,-45%[inhibitor],-0.5,-1%,-22%,9%,-14%,-8,-17%,6%
Cc1cccc(NC(=O)CCc2ccc(C)o2)c1,-16%,-1.3,-12%,18%,-1%,-13%,-4,-21%,-3%
CC1(C)Cc2c(c(N3CCCC3)nc3sc4c(N5CCNCC5)ncnc4c23)CO1,-18%,1.1,-4%,40%[activator],29%,0%,-4,-14%,8%
Cc1ccc(S(=O)(=O)Cn2nnnc2C(C)N2CCN(C(=O)c3ccco3)CC2)cc1 (stereo not drawn),i,0.7,0%,-22%,-2%,-3%,nt,0%,3%
N#Cc1c(NC(=O)c2cccc(S(=O)(=O)Nc3ccc(C(=O)O)cc3)c2)sc2c1CCCC2,-4%,-0.1,-8%,17%,1%,?,-11,-2%,4%
C=CCNC(=O)C(=O)NN=C1CCN(C)CC1,i,0.1,-11%,15%,-4%,-6%,nt,5%,1%
CC1=C(C(=O)OCC2CCCCC2)C(c2ccc(O)cc2)NC(=O)N1 (stereo not drawn),-11%,1.4,-2%,7%,8%,6%,6,-7%,1%
O=C(Nc1cccc(Cl)c1)c1ccc(F)c(S(=O)(=O)NCc2ccc3c(c2)OCO3)c1,-35%[inhibitor],0.4,-16%,?,-6%,-22%,2,-14%,4%
COc1ccc2nc(NC(=O)c3ccoc3C)sc2c1,-31%,0.5,-2%,-5%,-14%,-7%,nt,-3%,8%
O=C(c1ccc(=O)[nH]c1)N(Cc1ccco1)C1(C(=O)NC2CCCCC2)CCCCC1,4%,0.0,-24%,2%,-7%,-4%,-4,12%,-2%
CCn1c([N+](=O)[O-])nc2c1c(=O)[nH]c(=O)n2C,-57%[inhibitor],-0.9,-28%,28%,-1%,-17%,-3,-8%,-9%
COC1=CCC2([N+](=O)[O-])CN(CCO)CC1([N+](=O)[O-])C2 (stereo not drawn),i,-1.1,71%[activator],14%,3%,0%,3,-15%,3%
Oc1ccc(-c2nccc(-c3ccc(F)cc3)n2)cc1,-25%,-0.2,-10%,?,24%,-7%,11,-18%,-6%
O=C(CC12CC3CC(C1)CC(CC(=O)N1CCCC1)(C3)C2)N1CCCC1,-14%[57.5 µM],-1.5,-7%,0%,-10%,-6%,nt,12%,2%
CCC(C)[C@H](NC(=O)NCCCn1ccnc1)C(=O)OC (stereo partly drawn),i,1.5,24%,26%,1%,-19%,1,-6%,2%
COC(=O)C1=C(C)NC(C)=C(C(=O)OC)C1c1cc2ccc(C)cc2[nH]c1=O,-3%[57.5 µM],-3.6,-19%,-2%,29%,-17%,0,-3%,-4%

# Structures above that have fluorine (2):
SMILES,PTHR1 agonist,IL-2 act,GLP1R cytotox,GLP1R inv ag,GLP1R ag,PLK1 PBD inh,PI5P4K alpha inh,EPAC1 antagonist,EPAC1 agonist
O=C(Nc1cccc(Cl)c1)c1ccc(F)c(S(=O)(=O)NCc2ccc3c(c2)OCO3)c1,-35%[inhibitor],0.4,-16%,?,-6%,-22%,2,-14%,4%
Oc1ccc(-c2nccc(-c3ccc(F)cc3)n2)cc1,-25%,-0.2,-10%,?,24%,-7%,11,-18%,-6%

# (list continues)
SMILES,PTHR1 agonist,IL-2 act,GLP1R cytotox,GLP1R inv ag,GLP1R ag,PLK1 PBD inh,PI5P4K alpha inh,EPAC1 antagonist,EPAC1 agonist
COc1cccc(CN2CCN(Cc3nc(C(C)C)cs3)CC2CCO)c1 (stereo not drawn),-34%[inhibitor],2.8,-2%,-17%,4%,-2%,-2,12%,-7%
CCn1c(SCC(=O)NC2CCCC2)nnc1C(C)C,-3%,0.9,-11%,15%,7%,-7%,5,10%,7%
N#Cc1cn(Cc2ccccc2)c2ccccc12,-13%,-2.3,11%,11µM*,6%,-15%,-1,8%,15%
CCOc1ccc(CCNC(=O)C2CCC(=O)N2CCc2ccccc2)cc1OCC (stereo not drawn),-7%,-0.4,-6%,-7%,5%,-2%,nt,-7%,6%
CCCn1c(=O)c(C(=O)NCCCc2ccccc2)c(O)c2ccccc21,-39%[inhibitor],0.0,14%,-13%,9%,-3%,26,2%,14%
CN1CCN(c2cccc3c2S(=O)(=O)N[C@@H](Cc2ccccc2)CO3)CC1,-16%,0.3,-13%,?,-3%,-2%,-2,3%,5%
O=C1CCCC2=C1C(c1cccs1)Nc1ccc3ncccc3c12 (stereo not drawn),-34%,-1.5,-15%,10%,6%,-3%,nt,-3%,3%
COc1cc(Cl)c(C)cc1NC(=O)Cc1ccc(OC)c(OC)c1,-49%[inhibitor],0.0,-16%,12%,18%,-3%,4,-3%,-3%
COc1cc(NC(=O)c2cc([N+](=O)[O-])ccc2NC(=O)CNCc2ccccn2)cc(OC)c1,-10%,2.5,11%,7%,4%,-5%,1,-21%,2%
O=C(NCCCN1CCCC1=O)C(=O)Nc1cccc(F)c1,i,-3.3,-4%,-24%,0%,-6%,-3,13%,2%
Cc1c(C(=O)N(CCC#N)c2ccccc2)sc2nc3n(c(=O)c12)CCCC3,i,-3.9,-3%,15%,7%,-9%,-3,13%,4%
CC(C)(C)OC(=O)N1CCCC(C(=O)CC#N)C1 (stereo not drawn),-10%[57.5 µM],-1.3,4%,?,-8%,-11%,1,-28%,-2%
Cn1c(COc2ccc(Cl)cc2)nnc1SCc1ncc(-c2ccccc2)o1,2%,1.4,-8%,-22%,12%,-9%,5,-1%,1%

# The list is partial, so the mix of outcomes need not match the whole.
